From PubChem BioAssay
DDE Tn7 FP inh: inhibitors of Tn7 peptide binding to fibrin DD(E), primary screen, biochemical, fluorescence polarization, human fibrin, Tn7 probe; 0.13% of 370,000 active; FP displacement of FITC-Tn7 peptide from fibrin DD(E); 0% = median of compound wells per plate; Fibrinogen beta chain (Homo sapiens), P02675; inhibition, % at 8.3 µM;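 active = inhibition above the mean of compounds falling within the control limits plus 3 SD of them, cut at about 14% in these data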;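 note: 0% = plate median of compound wells and 100% = 10 µM Aha-Tn7 peptide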
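Assay system: human fibrin DD(E) protein / Input: 2 µM fibrin DD(E) / Benchmarks: high control of 10 µM Aha-Tn7 peptide / Measured by: fluorescence polarization of the labelled Tn7 tracer / Medium: Tris buffer with calcium and detergent, pH 7.8 / Timing: 10 min compound pre-incubation, 3 h probe incubation at room temperature / Repeats: one replicate per compound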
TDP2 absorb: human TDP2 enzyme inhibitors, primary screen, biochemical, epi absorbance, recombinant enzyme | Tyrosyl-DNA phosphodiesterase 2 (Homo sapiens), O95551 | T5PNP hydrolysis, p-nitrophenol absorbance 415 nm | inhibition, % at 12.8 µM | 0.34% of 370,000 active | AID 720702, 2013;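 active = inhibition above the mean of all tested compounds plus 3 SD, set per campaign, cut at about 25% in these data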;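 note: 0% = DMSO with enzyme and 100% = buffer with substrate but no TDP2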
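Assay system: Recombinant human TDP2 | Quantity: 120 nM TDP2 per well | Incubation: 2 h at 37 °C | Signal: Epi absorbance | Evaluation: Percent inhibition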
LEDGF integ inh: blockers of LEDGF/p75-dependent integrase strand transfer – biochemical, TR-FRET, high throughput, primary screen. 0.64% of 370,000 active. TR-FRET IN-LEDGF/p75 DNA integration, Eu/Cy5. inhibition, % at 3.7 µM. AID 743269, 2014;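 active = inhibition above the screen-wide mean plus 3 SD, cut at about 13% in these data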;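 note: signal is the Cy5 over europium emission ratio at 671 and 618 nm; 0% = plate median of compound wells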
ABHD4 inh: ABHD4 inhibitors, primary screen, biochemical, fluorescence polarization, mouse; (Lyso)-N-acylphosphatidylethanolamine lipase (Mus musculus), Q8VD66; purified mABHD4, FP-Rh probe fluorescence polarization; AID 720543, 2013; inhibition, % at 8.92 µM; 0.54% of 370,000 active;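 active = inhibition exceeding the mean over every tested compound plus 3 SD, cut at about 30% in these data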;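 note: 0% = plate median of compound wells and 100% = S159A mutant with DMSO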
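Test system: mABHD4 protein | Buffer or medium: HEPES pH 7.0 buffer, 150 mM NaCl, 0.01% Pluronic F-127 | Probe or stimulus: FP-Rh fluorescent activity-based probe, added after compound pre-incubation | Timing: Pre-incubation 45 min, probe exposure 60 min, at 25 °C | Technique: Fluorescence polarization, excitation 525 nm, emission 598 nm, BODIPY TMR filters | Repeats: Single well per compound (singlicate)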
HTRA1 inhibitor: HTRA1 serine protease inhibitors, primary screen, biochemical, fluorescence polarization, HTS. Q92743. recombinant HTRA1, FP-rhodamine activity-based probe. inhibition, % at 5.96 µM. 0.5% of 340,000 active. AID 504803, 2011; in the data active = inhibition above about 36%;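 note: 0% = enzyme with DMSO and 100% = wells lacking enzyme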
TCR CD3 inh: inhibitors of human TCR-CD3 interaction, primary screen, biochemical, fluorescence, TAMRA-labeled TCR probe; T-cell receptor (TCR); inhibition, % at 9.4 µM; 0.37% of 360,000 active; AID 651800, 2012; in the data active = inhibition above about 19%;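 note: recombinant mutant TCR 2C K166C tagged with TAMRA read by polarization; 0% = receptor in buffer alone and 100% = receptor with positive control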
UHRF1 MBD2 ctr: UHRF1 methylated DNA binding inhibitors, primary screen, counter-screen for MBD2 inhibitor project, biochemical, TR-FRET, human UHRF1, single concentration | inhibition, % at 4.4 µM | 0.75% of 370,000 active | AID 687016, 2013 | E3 ubiquitin-protein ligase UHRF1 (Homo sapiens), Q96T88 | UHRF1 binding to methylated oligo; in the data active = inhibition above about 21%;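 note: UHRF1 SRA domain binding a hemimethylated CpG hairpin DNA probe; 0% = median of test compound wells and 100% = reference inhibitor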
Target sequence (Q96T88 whole entry, looked up, the tested form may be a part): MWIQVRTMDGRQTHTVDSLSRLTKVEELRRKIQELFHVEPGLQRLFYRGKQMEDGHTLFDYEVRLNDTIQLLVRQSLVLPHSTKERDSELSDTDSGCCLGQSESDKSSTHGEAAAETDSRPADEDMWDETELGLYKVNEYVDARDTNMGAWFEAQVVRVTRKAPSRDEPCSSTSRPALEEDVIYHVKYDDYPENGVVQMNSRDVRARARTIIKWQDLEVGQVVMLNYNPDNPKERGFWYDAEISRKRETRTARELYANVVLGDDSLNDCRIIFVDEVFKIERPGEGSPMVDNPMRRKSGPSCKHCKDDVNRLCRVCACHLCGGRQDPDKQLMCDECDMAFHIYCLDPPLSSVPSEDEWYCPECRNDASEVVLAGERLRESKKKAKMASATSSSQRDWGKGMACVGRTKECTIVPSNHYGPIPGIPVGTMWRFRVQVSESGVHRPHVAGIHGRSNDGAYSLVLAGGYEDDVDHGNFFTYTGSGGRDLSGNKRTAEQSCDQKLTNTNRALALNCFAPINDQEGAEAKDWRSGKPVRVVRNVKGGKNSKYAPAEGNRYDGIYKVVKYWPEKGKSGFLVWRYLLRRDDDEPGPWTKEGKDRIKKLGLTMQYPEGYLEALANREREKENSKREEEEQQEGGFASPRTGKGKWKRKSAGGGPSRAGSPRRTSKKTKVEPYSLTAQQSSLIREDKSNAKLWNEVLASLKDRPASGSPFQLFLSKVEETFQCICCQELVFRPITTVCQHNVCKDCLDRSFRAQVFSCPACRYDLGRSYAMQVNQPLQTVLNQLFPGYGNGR
PRMT1 FP inh: PRMT1 methyltransferase inhibitors, primary screen, biochemical, fluorescence polarization; 1.3% of 370,000 active; inhibition, % at 2.79 µM; AID 652257, 2013; recombinant PRMT1, activity-based probe fluorescence polarization;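 active = inhibition above about 21% made by adding two undisclosed values, limit read from the data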
SIAE primary: human SIAE inhibitors, primary screen, biochemical, fluorescence polarization, FP-Rh probe, 1536-well HTS; SIAE FP-Rh probe binding; 0.69% of 370,000 active; Sialate O-acetylesterase (Homo sapiens), Q9HAT2; inhibition, % at 9.66 µM; AID 1053197, 2014;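 active = inhibition above a cutoff: mean of compounds within the control limits plus 3 SD of those, cut at about 17% in these data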;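 note: 0% = plate median of compound wells and 100% = probe without SIAE protein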
PG9 binder: binders of HIV-1 gp120 antibody PG9, primary screen, biochemical, TR-FRET | inhibition, % at 6.7 µM | TR-FRET gp120-PG9 antibody binding | AID 624416, 2012 | 0.43% of 360,000 active; in the data active = inhibition above about 8.5%
* marks the source's active call; other numbers are inactive results; . = no result given. The order is random, and some 4.2% of all compounds hit somewhere here.

SMILES | DDE Tn7 FP inh | TDP2 absorb | LEDGF integ inh | ABHD4 inh | HTRA1 inhibitor | TCR CD3 inh | UHRF1 MBD2 ctr | PRMT1 FP inh | SIAE primary | PG9 binder
O=C(/C=C/c1ccccc1Cl)NCCCn1ccnc1 | -8.3 | -15.7 | 4.6 | 1.6 | 2.5 | 0.7 | 2.4 | -2.0 | 0.3 | -0.3
COC(=O)Cn1cnc(C(=O)Nc2ccc(C)c(C)c2)n1 | -1.4 | 5.0 | -1.4 | 2.7 | 4.1 | 0.1 | -1.5 | -2.0 | -1.3 | -2.2
C[C@H](CO)N1C[C@H](C)[C@@H](CN(C)C(=O)Nc2ccc(C(F)(F)F)cc2)Oc2c(NS(=O)(=O)c3ccccc3)cccc2C1=O | 3.4 | -1.5 | -1.7 | -12.8 | -12.4 | 0.2 | 5.1 | 1.1 | 0.8 | -0.2
Cc1ccc(F)cc1C(=O)N1CCCCC1c1cc(C(=O)Nc2ccc(F)c(Cl)c2)no1 (centres undefined) | -2.3 | 5.5 | -4.0 | -0.8 | . | -1.6 | 0.2 | 3.7 | -23.5 | -1.3
COc1ccc(NC(=O)CSc2nc(SC)ns2)c(OC)c1 | 3.3 | -3.5 | -6.0 | 4.7 | -9.8 | 1.2 | 3.7 | 36.5* | 1.1 | -0.1
CCOC(=O)c1sc(NC(=O)C2CC2)nc1C | 7.3 | -2.6 | 0.2 | -1.0 | 4.8 | -2.5 | 1.6 | 4.9 | -7.7 | -1.0
N#Cc1c(/N=C/N2CCOCC2)sc2c1CCCCC2 | -4.9 | -8.0 | -1.5 | -2.9 | 3.6 | 4.2 | -1.6 | -2.1 | 10.2 | -0.2
COc1cccc(N2CC(C(=O)Nc3ccc(F)cc3)CC2=O)c1 (centres undefined) | -0.4 | 8.5 | 3.7 | -12.1 | -3.7 | 2.0 | -2.9 | 0.1 | -4.9 | -0.9
O=C(COC(=O)c1ccc(S(=O)(=O)N2CCOCC2)cc1)Nc1ccccc1OC(F)F | 8.4 | -1.1 | 0.6 | -2.1 | 4.3 | -5.6 | -3.7 | -1.3 | -3.1 | 0.7
Oc1ccc(-c2cn3c(n2)SCC3)cc1O | 4.1 | 9.5 | 52.1* | 23.0 | 33.0 | 37.5* | 3.6 | 16.9 | 6.9 | -8.2
COc1ccc2nc(Nc3nc(C)c(C(C)=O)s3)sc2c1 | 3.0 | -12.7 | -3.2 | 35.1* | 14.9 | 1.2 | -1.9 | 0.6 | 5.1 | -1.1
O=C1CC(c2ccc3c(c2)OCO3)c2cc3c(cc2N1)OCO3 (centres undefined) | -5.0 | 2.0 | -0.6 | 2.5 | 8.3 | -1.9 | -0.5 | 0.3 | 0.3 | -0.7
CCOc1ccc(/C=C2\CCc3ccccc3C2=O)cc1 | 5.9 | 2.5 | 1.5 | 4.6 | -3.8 | 2.1 | -1.7 | -1.4 | -1.0 | -0.8
O=C(CC1Sc2ccccc2NC1=O)NNc1ccc(Cl)c(Cl)c1 (centres undefined) | -2.9 | -14.4 | 4.5 | -6.2 | -10.4 | 4.9 | -1.2 | -2.0 | -6.9 | -2.6
COC(=O)c1sccc1S(=O)(=O)Nc1ccc(N2CCCCC2)cc1 | 7.4 | -15.2 | 0.7 | -2.4 | -0.5 | -2.4 | -0.7 | -1.4 | 1.2 | -0.4
COc1cc(OC)cc(-c2c(-c3ccc(F)cc3)c3cc(Br)ccc3n2C)c1 | -14.3 | -3.3 | 2.6 | -1.5 | -15.4 | -2.3 | 0.0 | -1.5 | 1.9 | -1.4
COc1ccc(/C=C/C(=O)OCC(=O)Nc2ccc(Cl)cn2)cc1 | 1.0 | 9.2 | 4.5 | 5.5 | -8.7 | 5.0 | 1.1 | 2.0 | 1.4 | 2.3
O=C(COCc1cc(-c2ccco2)on1)NC1CCCCC1 | 2.7 | -9.7 | 4.6 | -8.4 | 7.8 | -1.2 | 3.1 | -2.5 | -8.5 | -1.4
Clc1ccc(CSc2nnc(-c3c[nH]c4ccccc34)o2)cc1 | 4.4 | 9.7 | -2.4 | -12.1 | -50.7 | 2.4 | 4.1 | 0.1 | -1.3 | 1.2
CN(CC(=O)Nc1ccccc1Cl)C(=O)Cn1cc(C(F)(F)F)cc(Cl)c1=O | 1.9 | 0.5 | -2.2 | 3.9 | 3.2 | -5.4 | 3.7 | -0.9 | -0.6 | 1.7

Overlap with the part before: 2 entries; new compounds follow.
SMILES | DDE Tn7 FP inh | TDP2 absorb | LEDGF integ inh | ABHD4 inh | HTRA1 inhibitor | TCR CD3 inh | UHRF1 MBD2 ctr | PRMT1 FP inh | SIAE primary | PG9 binder
Clc1ccc(CSc2nnc(-c3c[nH]c4ccccc34)o2)cc1 | 4.4 | 9.7 | -2.4 | -12.1 | -50.7 | 2.4 | 4.1 | 0.1 | -1.3 | 1.2
CN(CC(=O)Nc1ccccc1Cl)C(=O)Cn1cc(C(F)(F)F)cc(Cl)c1=O | 1.9 | 0.5 | -2.2 | 3.9 | 3.2 | -5.4 | 3.7 | -0.9 | -0.6 | 1.7
Cc1nnc(N/N=C/C2CC=CCC2)[nH]c1=O (centres undefined) | -2.0 | 3.6 | 0.6 | -1.2 | 4.7 | -3.2 | -0.5 | -1.2 | 1.9 | -3.3
COc1ccc(C2CC(=O)N3C(=C2C#N)SCC3(O)c2ccccc2)cc1 (centres undefined) | 1.2 | 5.9 | 1.8 | -2.9 | -16.8 | 2.1 | -4.3 | -3.7 | 0.4 | 2.1
COc1ccc2oc(C(=O)OCC(=O)NCC3CCCO3)c(C)c2c1 (centres undefined) | 1.9 | -1.9 | -0.2 | -3.7 | -0.4 | 3.6 | 0.9 | -2.8 | 2.4 | -1.5
CCc1ccccc1NC(=O)CSc1nnc([C@@H](NC(=O)OC(C)(C)C)C(C)C)o1 | -2.9 | -12.0 | 0.4 | -7.2 | -5.1 | 7.3 | -2.3 | 0.0 | -0.4 | -1.7
Cc1nnc(NC(=O)C2CCCN(c3ncccn3)C2)s1 (centres undefined) | -2.2 | -1.8 | -3.7 | -0.8 | -0.2 | -4.0 | 2.4 | 0.3 | 5.1 | 0.3
COCCN(Cc1cc2cc(C)c(C)cc2nc1Cl)C(=O)N1CCOCC1 | -6.2 | -4.5 | -5.3 | -2.0 | 2.8 | -4.6 | 2.0 | 7.0 | -1.9 | -0.1
Cc1nn2c(NCc3ccccn3)cc(C(C)(C)C)nc2c1-c1ccccc1 | 5.7 | -1.1 | -3.2 | 6.2 | 8.9 | -6.6 | 4.6 | 1.9 | 10.6 | -0.6
CN(Cc1ccccc1)c1ccc(N2C(=O)CCCC2=O)cc1[N+](=O)[O-] | 4.5 | 0.8 | 0.2 | -3.1 | -3.2 | -1.2 | 0.0 | 3.4 | 3.3 | -0.4
CCOc1cc(/C=N/NC(=O)CSc2nnc(C)s2)ccc1OCc1ccccc1Cl | 1.8 | 7.4 | -3.5 | -4.8 | -5.4 | 0.9 | 0.0 | 1.5 | -1.4 | -2.2
CCCn1c(C(O)c2ccc(OC)cc2)nc2ccccc21 (centres undefined) | -7.4 | -1.8 | 2.8 | 6.0 | 1.1 | -3.7 | 4.0 | 1.1 | -1.8 | 0.4
CCOC(=O)/C(C#N)=C/c1ccc(-c2ccsc2C(=O)OC)o1 | 8.2 | -4.5 | -1.6 | 2.6 | -5.0 | 3.1 | 4.3 | -1.9 | -7.5 | -0.6
CNC[C@H]1Oc2c(NS(=O)(=O)c3ccc(OC)cc3)cccc2C(=O)N([C@H](C)CO)C[C@@H]1C | 0.3 | -6.8 | 5.2 | 2.1 | -2.7 | -2.8 | 1.4 | 3.0 | 0.6 | 1.3
Cn1c2ccccc2c(=O)c2ccc(-c3ccc4c(c3)OCO4)cc21 | -2.1 | 4.2 | 1.1 | 3.7 | -88.4 | 5.7 | -2.1 | 0.9 | -38.4 | -1.4
Cc1ccc(C2C(/C=C3/SC(=S)NC3=O)=C(c3cccs3)Oc3ccccc32)cc1 (centres undefined) | 0.7 | 6.9 | 3.1 | -43.6 | -89.0 | -2.8 | -1.7 | 0.0 | -14.4 | 0.3
C=C(C)C(=O)Nc1cccc(C2=NOC3(C2)C[C@@H](C(N)=O)N(C(=O)c2cc([N+](=O)[O-])cc([N+](=O)[O-])c2)C3)c1 (some centres undefined) | -2.8 | -0.4 | -1.9 | 1.2 | -4.2 | -1.5 | 8.1 | 1.7 | 0.3 | -0.7
COc1cccc(-n2c(=O)[nH]cc(C(=O)Nc3ccc(NC(C)=O)cc3)c2=O)c1 | 2.3 | -2.2 | -4.2 | 0.0 | -9.8 | 6.3 | 1.7 | 1.4 | -5.2 | 0.1
COc1ccc(NS(=O)(=O)c2coc(C(N)=O)c2)cc1Cl | -7.2 | 1.3 | 1.5 | 0.5 | -0.8 | -2.7 | 1.7 | 2.8 | 4.9 | -0.9
Cc1cccc(-c2oc3ccc(-c4ccc5c(c4)OCO5)cc3c2C(=O)OCc2ccc(O)cc2)c1 | 3.5 | 4.2 | -1.0 | 2.7 | 1.9 | 0.9 | 3.0 | -0.7 | -8.0 | -0.1
c1cnc2ccc(-n3ccnc3)cc2c1 | -0.3 | 6.3 | -3.6 | 5.2 | . | 1.0 | 8.7 | -0.1 | -4.9 | -2.1
CCCCNC(=O)C[C@H]1C[C@@]2(C(=O)OC)C(=C[C@H](C(C)C)O[C@@H]2C2CC2)N(Cc2ccco2)C1=O | 1.0 | 1.8 | 1.2 | -0.2 | . | . | -2.4 | -0.1 | 1.9 | .
CCN(Cc1cc2cccc(C)c2[nH]c1=O)C(=O)c1ccccc1OC | 3.2 | -9.7 | -0.8 | 3.4 | -6.8 | 9.7 | 1.5 | -3.8 | 2.9 | 0.2
Nc1nonc1-n1nnc(C(=O)N/N=C/c2cccc(O)c2)c1CN1CCCC1 | 2.3 | 9.6 | -0.8 | 3.9 | 0.8 | -3.2 | -1.3 | 1.0 | 1.7 | -0.9
Cc1ccc(S(=O)(=O)N2CCC(=O)N(CCOCc3ccccc3C)CC2)cc1 | 3.1 | 8.7 | 1.0 | 2.8 | -2.7 | 2.3 | -1.3 | 4.1 | -4.2 | 0.0
